Source: PubChem (The Scripps Research Institute Molecular Screening Center)
TPT1 inh – Candida albicans TPT1 enzyme inhibitors, primary screen, biochemical, fluorescence polarization; tRNA 2'-phosphotransferase TPT1 (Candida albicans SC5314); recombinant caTPT1, FP RNA substrate dephosphorylation; inhibition, % at 5 µM; 300,000 compounds, 0.81% hits;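 active means inhibition above the mean of all tested compounds plus 3 SD, set per screening campaign, cut at about 24% in these data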;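 further: plate controls were DMSO alone for no effect and ferristatin control at 100 nM for full effect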
AHR activator – AHR activators, primary screen, cell-based, luminescence, luciferase reporter, human. Aryl hydrocarbon receptor (Homo sapiens), P35869. activation, % at 5 µM. 320,000 compounds, 2.5% hits. AHR-responsive luciferase reporter cells. AID 2796, 2010; in the data active means activation above about 47%;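 further: 0% = vehicle wells and 100% = reference agonist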
PAFAH2 inh – PAFAH2 enzyme inhibitors, primary screen, biochemical, fluorescence polarization, human; 340,000 compounds, 0.99% hits; Platelet-activating factor acetylhydrolase 2, cytoplasmic (Homo sapiens), Q99487; inhibition, % at 3.39 µM; AID 492956, 2010; recombinant PAFAH2, FP-rhodamine activity probe;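 active means inhibition above the mean over all tested compounds plus 3 SD, cut at about 30% in these data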;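 further: inhibitors block probe labeling of enzyme so polarization drops; 0% = enzyme with DMSO and 100% = wells lacking PAFAH2 protein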
procasp7 counter – procaspase-7 activators, primary screen, counter-screen for procaspase-3 activator project, biochemical, absorbance, HTS, human. activation, % at 8.5 µM. 330,000 compounds, 0.093% hits. Caspase-7 (Homo sapiens), P55210. recombinant procaspase-7, Ac-DEVD-pNA absorbance 405 nm; D23A/D198A/D206A triple mutant, cannot self-cleave; scale: DMSO 0, 5 µM enzyme 100;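 active means percent activation above the screen-wide mean plus 3 SD, cut at about 25% in these data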
Target sequence (P55210 whole entry D23A/D198A/D206A): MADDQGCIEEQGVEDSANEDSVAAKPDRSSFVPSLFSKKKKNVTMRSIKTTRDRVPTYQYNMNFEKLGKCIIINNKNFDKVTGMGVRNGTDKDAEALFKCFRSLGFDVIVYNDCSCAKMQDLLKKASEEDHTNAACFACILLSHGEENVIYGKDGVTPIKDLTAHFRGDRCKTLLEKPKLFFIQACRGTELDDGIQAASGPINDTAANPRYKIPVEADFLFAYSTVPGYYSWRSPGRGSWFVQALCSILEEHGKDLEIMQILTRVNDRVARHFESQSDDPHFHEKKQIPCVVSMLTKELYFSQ
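Assay system: Uncleavable procaspase-7 mutant enzyme | Input: 2 µM procaspase-7 mutant as dispensed | Timing: 1 h compound preincubation, 2 h substrate cleavage, 25 °C | Repeats: One well per compound | Control set: DMSO wells as 0%, DMSO with 5 µM added PC-7 as 100% | Technique: Epi-absorbance of released pNA at 405 nm, two timepoints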
HCV core dimer – inhibitors of HCV core protein dimerization, primary screen, biochemical, TR-FRET, high-throughput. 300,000 compounds, 0.33% hits. inhibition, % at 5 µM. TR-FRET GST/Flag-core106 dimerization, 1536-well. AID 1899, 2009;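 active means inhibition above the mean of all tested compounds plus 3 SD, set per screening campaign, cut at about 45% in these data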
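assay system = GST-tagged and Flag-tagged HCV core protein residues 1-106 | controls = unlabelled core106 and no-GST-core106 wells | incubation = compound-protein-antibody incubation 4 h at 22.5 °C | probe or stimulus = Eu donor and XL665 acceptor anti-tag antibodies | read-out = % inhibition based on acceptor/donor emission ratio | signal = TR-FRET 671 and 617 nm emission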
CTSL1 counter – Fasciola hepatica cathepsin L1 inhibitors, primary screen, counter-screen for PFM18AAP inhibitor project, biochemical, QFRET, fluorogenic peptide substrate | recombinant F. hepatica cathepsin L1, Z-Leu-Arg-MCA fluorescence | 300,000 compounds, 0.49% hits | AID 1906, 2009 | inhibition, % at 5.96 µM;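 active means inhibition above the mean of all tested compounds plus 3 SD, set per screening campaign, cut at about 17% in these data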;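 further: 0% = plate median of test compound wells and 100% = 1 µM Z-Phe-Ala-diazomethylketone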
PP1 inh – PP1-alpha phosphatase inhibitors, primary screen, counter-screen for PP5 inhibitor project, biochemical, fluorescence, OMFP substrate, single point | Serine/threonine-protein phosphatase PP1-alpha catalytic subunit (Homo sapiens), P62136 | purified PP1alpha | inhibition, % at 6.7 µM | 320,000 compounds, 0.9% hits;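 active means inhibition above the mean inhibition of all tested compounds plus 3 SD, computed separately for each screening campaign, cut at about 15% in these data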
proCasp3 act – activators of human procaspase-3 D3A mutant, primary screen, biochemical, absorbance, PC-3 D3A mutant, single concentration | Caspase-3 (Homo sapiens), P42574 | activation, % at 8.5 µM | AID 463141, 2010 | 330,000 compounds, 0.11% hits | recombinant procaspase-3 D3A, Ac-DEVD-pNA absorbance 405 nm;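 active means activation above the mean of all tested compounds plus 3 SD, cut at about 21% in these data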;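 further: 0% = DMSO alone and 100% = DMSO wells spiked with extra 5 µM PC-3 D3A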
Target sequence (P42574 whole entry D9A/D28A/D175A): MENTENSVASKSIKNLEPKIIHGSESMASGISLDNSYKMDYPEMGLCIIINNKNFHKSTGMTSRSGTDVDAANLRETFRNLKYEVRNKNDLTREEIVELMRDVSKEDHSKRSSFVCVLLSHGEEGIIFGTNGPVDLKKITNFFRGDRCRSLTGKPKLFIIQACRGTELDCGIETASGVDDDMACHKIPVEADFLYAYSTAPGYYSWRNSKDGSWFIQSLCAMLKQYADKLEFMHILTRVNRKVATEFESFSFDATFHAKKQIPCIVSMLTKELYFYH
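Test system: Procaspase-3 D3A mutant, all three cleavage aspartates alanine | Dosing: Single dose, 8.5 µM nominal compound, 0.8% DMSO | Schedule: 1 h preincubation, 2 h reaction | Technique: 405 nm absorbance of p-nitroaniline, reads at 0 and 120 min | Repeats: One well per compound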
PP5 inh – PP5 phosphatase inhibitors, primary screen, biochemical, fluorescence; inhibition, % at 6.7 µM; purified PP5c, OMFP substrate fluorescence; Serine/threonine-protein phosphatase 5 (Homo sapiens), P53041; 320,000 compounds, 0.18% hits;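 active means inhibition above the campaign's mean inhibition across all tested compounds plus 3 SD, cut at about 9.5% in these data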;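 further: 0% = DMSO only and 100% = 100 µM cantharidin control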
Target sequence (P53041 whole entry, looked up): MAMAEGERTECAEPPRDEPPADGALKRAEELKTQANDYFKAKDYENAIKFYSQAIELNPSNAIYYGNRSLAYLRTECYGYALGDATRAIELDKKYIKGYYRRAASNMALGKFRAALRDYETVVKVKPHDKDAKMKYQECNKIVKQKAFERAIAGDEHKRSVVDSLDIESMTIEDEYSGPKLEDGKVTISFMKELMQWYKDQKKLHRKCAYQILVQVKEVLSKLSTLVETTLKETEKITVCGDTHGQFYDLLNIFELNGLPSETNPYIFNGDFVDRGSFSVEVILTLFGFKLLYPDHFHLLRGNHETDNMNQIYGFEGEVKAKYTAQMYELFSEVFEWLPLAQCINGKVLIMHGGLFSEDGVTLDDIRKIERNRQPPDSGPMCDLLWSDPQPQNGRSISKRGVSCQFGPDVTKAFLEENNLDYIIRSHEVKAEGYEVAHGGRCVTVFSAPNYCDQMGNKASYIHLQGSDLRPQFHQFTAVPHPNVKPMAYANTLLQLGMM
Starred values were filed as active, the others as inactive; . = not tested or not shown.

entry | Compound | procasp7 counter | TPT1 inh | PAFAH2 inh | HCV core dimer | CTSL1 counter | PP5 inh | proCasp3 act | PP1 inh | AHR activator
1 | O=C(Nc1ccc2oc(-c3cccnc3)nc2c1)c1ccc(Br)o1 | -1 | 4 | -1 | -1 | 4 | 3.3 | -2 | -6 | -1
2 | COc1ccccc1NC(=O)CSc1nc2ccccc2c(=O)n1CC1CCCO1 (stereo unspecified) | 8 | -2 | 0 | 6 | 1 | 1.8 | 7 | -2 | 3
3 | Cc1cccc(NC(=O)C2CC(=O)N(c3ccccc3)C2)c1C (stereo unspecified) | 6 | 1 | -6 | -6 | -1 | 1.4 | -4 | -1 | -2
4 | CSc1ccc(S(=O)(=O)NCC(=O)OCC(=O)N(Cc2ccccc2)C(C)C)cc1[N+](=O)[O-] | 1 | -1 | 0 | 3 | -17 | -0.3 | -3 | -1 | 5
5 | C=CCSc1nnc2c(n1)OC(c1ccccn1)N(C(C)=O)c1ccccc1-2 (stereo unspecified) | 10 | 1 | 0 | -10 | 3 | -1.6 | 6 | -1 | 1
6 | CSc1ncccc1C(=O)OCC(=O)c1cc2ccccc2o1 | 1 | 8 | 3 | 5 | 1 | 4.2 | 5 | -3 | 2
7 | O=C(Cc1cccs1)N=Nc1c(O)[nH]c2ccccc12 | 2 | -1 | 9 | -5 | -2 | 0.5 | 0 | -1 | 8
8 | CC(C)(C)c1ccc(OCCC(=O)Nc2cccc(S(=O)(=O)N3CCCCC3)c2)cc1 | -6 | 2 | -15 | 12 | -4 | -0.2 | -10 | 16* | 6
9 | Cc1ccc(Nc2cc(C)nc3ncnn23)c(Cl)c1 | 2 | 2 | 3 | -2 | 2 | -1.7 | 10 | 0 | 4
10 | Cn1cc(CN2CCCC(C(=O)Nc3ccc(-c4cccc(F)c4)cc3)C2)cn1 (stereo unspecified) | 0 | 0 | -1 | -4 | -4 | 3.1 | 3 | 1 | 4
11 | COc1ccccc1C(=O)NCCC(=O)NC1CCCCC1C (stereo unspecified) | -4 | 0 | -7 | -3 | -5 | 0.2 | -58 | -4 | 1
12 | O=S(=O)(NC1CC1)c1ccc(Cl)cc1 | 5 | -1 | 6 | 2 | -5 | -0.6 | -1 | 1 | 0
13 | Cc1[nH]c2ccccc2c1/C=N/NC(=O)c1ccccc1 | 4 | 0 | 5 | -9 | 2 | 1.2 | 1 | -2 | 68*
14 | CCC(C)(C)C1CCC2(CC1)NC(=O)N(CC(=O)N(C)CC(=O)Nc1ccccc1C(F)(F)F)C2=O (stereo unspecified) | 10 | 3 | -4 | 2 | 1 | 1.6 | -2 | -1 | 3
15 | CCOC(=O)NC1(C(F)(F)F)C(=O)N(Cc2ccccn2)C2=C1C(=O)CC(C)(C)C2 (stereo unspecified) | 5 | -6 | 0 | -2 | 1 | 0.1 | -4 | 6 | -2
16 | CCN(C(=O)c1cc2cccc(OC)c2oc1=O)C1CCCCC1 | 6 | 0 | 6 | 4 | -2 | 3.7 | 9 | -2 | 2
17 | Cc1ccc(CC(=O)N2CCOCC2)cc1 | 1 | -2 | 6 | -6 | -5 | 2.8 | 15 | 2 | -6
18 | COC(=O)/C=C1/S/C(=N/NC(=O)c2ccccc2OC)NC1=O | 1 | 4 | 3 | 6 | -1 | 0.5 | -4 | -3 | 5
19 | O=Cc1c(Cl)nc2ccccn12 | -2 | 0 | 5 | -1 | 4 | 0.7 | 10 | -3 | 1
20 | COC(=O)COc1ccc(/C=N/NC(=O)c2ccc(N(Cc3ccccc3)S(C)(=O)=O)cc2)cc1 | -14 | -1 | -5 | -55 | 4 | 1.7 | 7 | 1 | 5
21 | CC(=O)N1CCCC(C(=O)c2ccc3c4c(cccc24)CC3)C1 (stereo unspecified) | 1 | -4 | 4 | -7 | -1 | -0.8 | -9 | 1 | 13
22 | CNC[C@H]1Oc2ccc(NC(=O)Nc3ccccc3)cc2CC(=O)N([C@H](C)CO)C[C@H]1C | 16 | . | -7 | . | . | . | 0 | . | 1
23 | COc1ccc(S(=O)(=O)Cc2ccc(C(=O)N3CCN(c4cc(C)ccc4C)CC3)o2)cc1 | 8 | 5 | -21 | 10 | -1 | 0.7 | 5 | -8 | 1
24 | CC(C)(C)c1ccc(S(=O)(=O)N2CCCCC2)cc1 | -3 | -1 | 0 | -2 | 2 | 1.6 | 5 | -2 | 0

Brought forward from above: two entries, followed by the next part.
entry | Compound | procasp7 counter | TPT1 inh | PAFAH2 inh | HCV core dimer | CTSL1 counter | PP5 inh | proCasp3 act | PP1 inh | AHR activator
23 | COc1ccc(S(=O)(=O)Cc2ccc(C(=O)N3CCN(c4cc(C)ccc4C)CC3)o2)cc1 | 8 | 5 | -21 | 10 | -1 | 0.7 | 5 | -8 | 1
24 | CC(C)(C)c1ccc(S(=O)(=O)N2CCCCC2)cc1 | -3 | -1 | 0 | -2 | 2 | 1.6 | 5 | -2 | 0
25 | Cc1cccc2cc(C(c3nnnn3Cc3ccccc3)N3CCCc4ccccc43)c(=O)[nH]c12 (stereo unspecified) | 13 | 1 | 2 | 5 | 2 | 3.7 | 0 | 8 | 9
26 | CN1CCN(c2cc3c(cc2F)c(=O)c(C(=O)O)cn3CCF)CC1 | 4 | -4 | -2 | -2 | 2 | 2.4 | 4 | -2 | 0
27 | NC(=O)NNC1=Nc2cccc3cccc1c23 | -2 | -8 | 1 | -42 | 3 | 2.0 | -12 | -5 | 22
28 | O=C(NCCc1c[nH]c2ccccc12)c1ccc([N+](=O)[O-])cc1 | 2 | -1 | 1 | -4 | -4 | 3.3 | 5 | 0 | 13
29 | COc1ccccc1/C=C(\C#N)C(=O)Nc1ccc(S(N)(=O)=O)cc1 | 1 | 0 | 2 | -2 | 0 | 4.3 | 0 | -1 | -1
30 | COc1ccc(C2CC(C(F)(F)F)n3ncc(C(=O)Nc4c(C)n(C)n(-c5ccccc5)c4=O)c3N2)cc1 (stereo unspecified) | 6 | 5 | 1 | -2 | 5 | 0.1 | 6 | -2 | 0
31 | Cc1ccc(C(=O)N2CCC3(CC2)NCCc2[nH]cnc23)cc1 | 8 | -2 | -5 | -2 | -1 | 4.5 | -5 | -1 | 2
32 | Cc1ccc(C(CNC(=O)Nc2ccccc2)N2CCN(C)CC2)cc1 (stereo unspecified) | -12 | -1 | -1 | -12 | 9 | 0.4 | 0 | -4 | 2
33 | CN(C)C(=O)Nc1ccccc1CC[N+](=O)[O-] | 1 | 2 | -7 | 6 | -4 | -1.0 | 1 | -2 | 12
34 | COc1ccccc1C(=O)COC(=O)CNS(=O)(=O)c1ccc(C)cc1 | 12 | 0 | 6 | -5 | -37 | 1.6 | -14 | 1 | 4
35 | O=C(c1cc([N+](=O)[O-])ccc1Cl)N1CCN(Cc2ccccc2)CC1 | 4 | -1 | 3 | -2 | 1 | 0.6 | 1 | -1 | -1
36 | O=C(CN1CCN(Cc2cccc(Cl)c2)C1=O)NCC1CCCO1 (stereo unspecified) | 0 | -1 | 3 | 0 | -1 | -3.6 | 0 | 1 | 2
37 | CCN1/C(=C/c2cc[n+](C)cc2)C=Cc2cc(C)ccc21 | 7 | 16 | -3 | -27 | 12 | 4.0 | -6 | 0 | -2
38 | O=C(NCc1ccco1)c1cc(Cl)nc(Cl)c1 | -3 | -3 | -6 | -1 | 2 | -4.2 | -1 | -4 | 0
39 | Cc1ccc(CN(CC(=O)NCCc2ccccc2)C(=O)c2csnn2)cc1 | 4 | -3 | -10 | 0 | -3 | 0.8 | 8 | 2 | -1
40 | O=C(NC(Cc1c[nH]c2ccccc12)C(=O)N/N=C/c1cccnc1)c1cccs1 (stereo unspecified) | -4 | 8 | -2 | 8 | 9 | -4.4 | -8 | -6 | 40
41 | COC(=O)CNC(=O)c1ccc(=O)oc1 | 13 | -6 | -1 | -3 | 6 | 1.3 | 6 | 0 | 2
42 | COc1ccc(N(CC(=O)N/N=C/c2ccc(F)cc2)S(=O)(=O)c2ccccc2)cc1 | 4 | 0 | -9 | 16 | -2 | 2.5 | 17 | 1 | 6
43 | CS(=O)(=O)N1CCN(c2ccccc2NC(=O)c2cccc3ccccc23)CC1 | 3 | 0 | -1 | 1 | 7 | 0.8 | 4 | -2 | 22
44 | Cc1ccc(S(=O)(=O)N2CCC(C(=O)OCC(=O)NC(C)c3ccc(F)cc3)CC2)cc1C (stereo unspecified) | 1 | . | 0 | . | . | 2.6 | 6 | -4 | 0
45 | COc1ccc(OCCOc2ccc(S(=O)(=O)N3CCCC3)cc2C(N)=O)cc1 | 4 | . | 4 | . | . | -0.3 | -2 | -1 | 1
46 | COc1ccc(C)cc1S(=O)(=O)N(CC(=O)N1CCCC1)c1ccccc1 | -1 | -2 | 4 | 1 | -1 | 0.8 | 2 | -3 | 1
47 | O=C(NCc1ccco1)C1CN(S(=O)(=O)c2ccccc2)CCN1S(=O)(=O)c1ccccc1 (stereo unspecified) | -1 | 0 | 3 | 0 | -3 | -1.5 | 2 | -4 | -2
48 | CC(C)CC(=O)Nc1cccc2c1C(=O)N(c1ccccc1)C2=O | 10 | -3 | -7 | 3 | -5 | 1.3 | 6 | -3 | 0
49 | C=CC[C@@H](CC(=O)N[C@H](CO)Cc1ccccc1)C(=O)NC[C@@H](OC(=O)[C@@H](CC=C)Cc1ccc(F)cc1)c1ccccc1 | 3 | . | -3 | . | . | . | 1 | . | -1
50 | Cn1c(N)c(C(=O)COC(=O)/C=C/c2cccc(C(F)(F)F)c2)c(=O)n(C)c1=O | 3 | . | 1 | . | . | 3.8 | -6 | 1 | -1
51 | O=S(=O)(Nc1cccc(S(=O)(=O)N2CCCCC2)c1)c1ccc(Cl)s1 | 2 | . | 0 | . | . | . | 3 | . | -1
52 | CCNc1nc(NC(C)C)nc(N(C#N)CC(=O)OC)n1 | 2 | 0 | 0 | 1 | 71* | 0.0 | -3 | -3 | 2
53 | CCN1CCCC1CNC(=O)c1cc(N)ccc1OC (stereo unspecified) | 6 | 1 | . | 3 | 1 | 4.6 | 7 | -1 | 1
54 | COc1ccccc1C1NC(=O)NC(C)=C1C(C)=O (stereo unspecified) | 9 | -2 | 4 | -1 | 1 | -2.0 | 8 | -4 | -1
55 | CCOC(=O)NC(Nc1ccc(OC)cc1)(C(F)(F)F)C(F)(F)F | 9 | -1 | -2 | 0 | 5 | 2.8 | -130 | -2 | 2
